ATXN viability – viability counter-screen for ATXN expression inhibitors | S2 cells (HEK-293 line with an ATXN2-luciferase reporter) viability, CellTiter-Fluor protease fluorescence, 24 h | Potency, µM (top dose mostly 56.7 µM), usual class: cytotoxic | actives 0.49% (n = 400,000) | AID 651635; note: potency is the fitted concentration of half-maximal effect; nearly all actives have a fitted effect of over 40% in size
A549 viability – A549 cytotoxicity, counter-screen for Nrf2 inhibitors; A549 ARE-Fluc cells, CellTiter-Fluor viability, 18-24 h; Potency, µM (doses to about 46 µM), for the others: at the top dose activity change, negative = cytotoxicity, actives largely listed as inhibitors; actives 0.16% (n = 390,000); AID 504648; note: potency is the fitted concentration of half-maximal effect; % is set by controls: 0 for no effect and ±100 for the full control effect
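Cytotoxicity counterscreen: CellTiter-Fluor fluorescence was measured in A549 ARE_Fluc cells after 18-24 h of compound exposure in a concentration series. The subsequent BugLite luminescent read reports ARE-luciferase activity.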
TGFb inhibitor – inhibitors of TGF-b signaling. HepG2 CAGA-GFP TGF-b/SMAD3 reporter, GFP fluorescence, 18 h; TGF-beta stimulated, 500 pg/mL final. Potency, µM (series often up to 46.1 µM), without a hit: top-dose activity, negative = inhibition, hits mostly inhibitors. actives 1.2% (n = 410,000). AID 588855; note: potency is the fitted concentration of half-maximal effect; % is set by controls: 0 for no effect and ±100 for the full control effect; nearly all actives have a fitted effect of over 65% in size
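Per well, imaged GFP fluorescence of HEPG2 CAGA-GFP cells gives the signal; cells get compound, then TGF-beta (500 pg/mL final), 18 h at 37 degrees C; %Activity versus -TGF-beta and +DMSO controls.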
HepG2 tox – counter-screen for TGF-b inhibitors: cytotoxicity in HepG2 cells. HepG2 CAGA-GFP viability, ATP luminescence, 18 h. Potency, µM (titrated, usually from 46.1 µM), inactives show top-dose activity change, negative = cytotoxicity, hits mostly cytotoxic. actives 0.76% (n = 410,000). AID 588856; note: potency is the fitted concentration of half-maximal effect; some results filed as inactive show a strong effect at the top dose
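CellTiter-Glo luminescence gave cytotoxicity after 18 hours at 37 degrees C. The cells were HepG2 CAGA-GFP in 1% FBS DMEM, stimulated with 500 pg/mL TGF-beta after compound addition. %Activity was normalised to no-cell wells (complete cell-killing) and DMSO (no toxicity), and curves were fitted and classified.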
Mm-Cpn inhibitor – M. maripaludis TRiC chaperonin inhibition; purified Mm-Cpn ATPase, ADP Transcreener TR-FRET; Potency, µM (doses to about 76.9 µM), without a hit: at the highest dose activity, negative = inhibition, hits mostly inhibitors; actives 0.031% (n = 330,000); AID 504842; note: potency is the fitted concentration of half-maximal effect; % is set by controls: 0 for no effect and ±100 for the full control effect; nearly all actives have a fitted effect of over 80% in size
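ATP (10 uM final) was added to archaeal chaperonin (25 nM final) after 10 min exposure to test compound at 37°C; after 30 min further incubation, ADP was detected by competitive TR-FRET.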
pAkt inh – inhibitors of Akt phosphorylation; actives 0.32% (n = 360,000); Neuro2A IGF-stimulated pAkt S473 HTRF, 20 min; hits give low values; activity change, % for hits at 50 µM; in the data active = activity change below about -80%; inconclusive = mostly about -51% to -80%; note: % is set by controls: 0 for no effect and ±100 for the full control effect
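Neuro2A cells (4,500/well, DMEM with 0.5% FBS) were treated with compound at a single 50 µM final concentration, stimulated with 6 nM IGF for 20 min at 37 °C, and lysed. Phospho-Akt Ser473 was read by HTRF as 665/615 ratio ×10^4.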
Nrf2 activator – Nrf2 pathway activation; actives 0.31% (n = 410,000); AREc32 ARE-luciferase reporter (MCF7-derived line), luminescence, 24 h; Potency, µM (titrated, usually from 46.1 µM), inactives show at the top dose activation, actives largely listed as activators; note: potency is the fitted concentration of half-maximal effect; % of control where 0% means no effect; nearly all actives have a fitted effect of over 65% in size
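For detection, Steady-Glo was added and plates sat 30 min at RT; before that, AREc32_Fluc cells grown overnight in OPTI-MEM/5% FBS had been treated with 23 nL compound for 24 hr at 37 deg C.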
CCT modulator – cytosolic chaperonin activity modulation; purified chaperonin ATPase assay, HTRF ADP detection, 30 min; activity change, % (test concentration not listed), hits read low; actives 0.3% (n = 360,000); AID 651819; in the data active = activity change below about -30%; note: % is set by controls: 0 for no effect and ±100 for the full control effect
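TRiC at 40 or 20 nM final (batch-dependent) in 30 mM Tris pH 7.4, 100 mM KCl, 5 mM MgCl2, 1 mM DTT, with compound at single 76 uM and 10 uM ATP, 30 min at 37 deg C. ADP detected by HTRF Transcreener, 665/615 ratio.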
Nrf2 block – Nrf2 pathway inhibition; Potency, µM (doses to about 46 µM), inactives show top-dose activity change, negative = inhibition, most hits filed as inhibitors; actives 2.1% (n = 360,000); A549 ARE-Fluc reporter, luciferase luminescence, 18-24 h; note: potency is the fitted concentration of half-maximal effect; % is set by controls: 0 for no effect and ±100 for the full control effect; nearly all actives have a fitted effect of over 60% in size
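Concentration-response testing used A549 ARE_Fluc cells at 5000 cells/well. Following an 18-24 h compound incubation, viability was read by fluorescence (Ex 405/Em 525) and luciferase output by luminescence.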
* hit, by the source's call; i = inactive; u = inconclusive; x = not tested or not shown; [ ] = remark or other dose. Unless noted, calls come from the whole dose curve; as a rule, active = well fitted curve in the direction sought with a large enough effect; inconclusive = small, poorly fitted or top-dose-only effect, or another doubt; inactive = no such curve, though single readings can be large; an effect the other way counts as inactive or inconclusive. An unsorted share of the library; any-hit rate near 4.4%.

SMILES	ATXN viability	A549 viability	TGFb inhibitor	HepG2 tox	Mm-Cpn inhibitor	pAkt inh	Nrf2 activator	CCT modulator	Nrf2 block
CCOc1ccc(CCNC(=O)COC(=O)COc2cc(C)cc(C)c2)cc1OCC	i	2%	15%	8%	0%	i	-0.2%	0.5	9%
CCN(CC(=O)Nc1cc(Cl)ccc1C)C(=O)C1CCCCC1	x	-2%	43%	10%	0%	i	2.3%	0.0	-1%
CCOc1cccc2sc(Nc3nc4ccc(NC(C)=O)cc4s3)nc12	i	-7%	0%	-26%	-13%	i	4.5%	-0.5	u
CCCCn1c(SCC(=O)Nc2cc(C(F)(F)F)cc(C(F)(F)F)c2)nnc1C(CC)N(C)C (stereo not drawn)	i	u	66%[activator]	-10%	-1%	i	6.2%	0.7	13µM*
CCCc1cnc2c(c1SCC(=O)Nc1c(C)cc(C)cc1C)c(=O)n(C)c(=O)n2C	i	13%	u	1%	x	x	-0.8%	x	x
Cc1cccc(NC(=O)CCSc2nc(C)cc(C)n2)c1	i	-5%	13%	24%	-2%	i	0.3%	-1.9	u
O=C(O)c1ccc2[nH]c3c(c2c1)CSCC3	u	-6%	3%	0%	-1%	i	-0.3%	1.2	9%
CC(C)(C)C(=O)Nc1nnc(SCc2cccc(F)c2)s1	u	-3%	-7%	-1%	0%	i	6.2%	-2.9	29%
c1cncc(CSc2ccc(-c3cccnc3)nn2)c1	i	1%	-7%	-6%	0%	i	2.4%	-0.1	u
O=C(Cc1ccccc1)N1CCN(C(=O)c2ccc([N+](=O)[O-])cc2)CC1	i	1%	-6%	8%	2%	i	-0.5%	-1.3	2%
CC1=Nc2ccccc2N=C(NC(=O)/C=C/C(=O)O)C1c1ccccc1 (stereo not drawn)	i	-2%	0%	-25%	-1%	i	5.6%	-1.6	u
CCn1cc2nc(SCC(=O)Nc3ccc(C)cc3C)n(Cc3ccc(C)cc3)c(=O)c2n1	x	u	7%	-11%	x	x	0.0%	x	u
COc1ccc([C@H]2CC(=O)C=C(c3cccc(C(C)C)c3)C2)cc1OC	u	-10%	u	-36%	-1%	i	7.7%	0.3	u
Cc1onc(-c2ccccc2)c1C(=O)NC1CC1	i	2%	-17%	-7%	0%	i	-0.3%	-1.5	-13%
Cc1ccccc1S(=O)(=O)N(C)C[C@H]1OCc2cnnn2CCCC(=O)N([C@@H](C)CO)C[C@H]1C	i	x	6%	6%	x	i	-0.8%	0.7	x
COC(=O)c1ccc(NC(=O)CCc2c(C)nc3c(c2C)c(=O)n(C)c(=O)n3C)cc1	i	u	4%	-1%	x	x	0.5%	x	-15%
CCc1ccc(NC(=O)c2ccc3c(c2)N(Cc2ccc(C)cc2)CCS3)cc1	i	-2%	-2%	-13%	x	x	5.7%	x	u
Nc1ncnc2c1ncn2[C@@H]1O[C@H](C(=O)N[C@H]2c3ccccc3C[C@H]2OC=O)[C@@H](O)[C@H]1O	i	x	-1%	-4%	x	i	0.1%	0.3	x
CC12CCC(c3c(C(=O)O)nn(-c4ccccc4)c31)C2(C)C (stereo not drawn)	i	-3%	3%	-30%	-2%	i	0.3%	-2.7	-5%
CCc1nc2ccc(C(=O)N(C)Cc3ccccc3)cn2c1N(CC)Cc1cccc(Br)c1	u	x	u	-77%	x	i	3.3%	0.0	x
Cc1nc2nc(SCC(=O)NCCCN3CCCCCC3)nn2c(C)c1Cc1ccccc1Cl	i	-3%	-11%	-2%	-4%	i	-0.3%	0.4	9%
O=C(C[C@H]1C/C=C\C[C@@H](Cc2ccc(F)cc2)C(=O)OC[C@H]2CCCN2C1=O)N[C@H](CO)Cc1ccccc1	i	0%	-6%	-1%	3%	i	-1.4%	-0.5	5%
CCOC(=O)C1=C(C)NC2=C(C(=O)C(C(=O)OCC)C(c3ccc(OC)cc3)C2)C1c1ccccn1 (stereo not drawn)	i	0%	9%	-2%	-7%	-108%*	0.1%	1.7	3%
CC(=O)c1ccc(NC(=O)CSc2ccc(-c3ccco3)nn2)cc1	u	-14%	1%	20%	-9%	i	16%	-1.7	3%
Cc1ccnc(N2CCCC(C(=O)Nc3ccc(C)c(C)c3)C2)n1 (stereo not drawn)	i	-2%	1%	-6%	0%	i	0.2%	-1.7	4%

Quoted from the results shown (5 entries):
SMILES	ATXN viability	A549 viability	TGFb inhibitor	HepG2 tox	Mm-Cpn inhibitor	pAkt inh	Nrf2 activator	CCT modulator	Nrf2 block
Cc1nc2nc(SCC(=O)NCCCN3CCCCCC3)nn2c(C)c1Cc1ccccc1Cl	i	-3%	-11%	-2%	-4%	i	-0.3%	0.4	9%
O=C(C[C@H]1C/C=C\C[C@@H](Cc2ccc(F)cc2)C(=O)OC[C@H]2CCCN2C1=O)N[C@H](CO)Cc1ccccc1	i	0%	-6%	-1%	3%	i	-1.4%	-0.5	5%
CCOC(=O)C1=C(C)NC2=C(C(=O)C(C(=O)OCC)C(c3ccc(OC)cc3)C2)C1c1ccccn1 (stereo not drawn)	i	0%	9%	-2%	-7%	-108%*	0.1%	1.7	3%
CC(=O)c1ccc(NC(=O)CSc2ccc(-c3ccco3)nn2)cc1	u	-14%	1%	20%	-9%	i	16%	-1.7	3%
Cc1ccnc(N2CCCC(C(=O)Nc3ccc(C)c(C)c3)C2)n1 (stereo not drawn)	i	-2%	1%	-6%	0%	i	0.2%	-1.7	4%

(continued)
SMILES	ATXN viability	A549 viability	TGFb inhibitor	HepG2 tox	Mm-Cpn inhibitor	pAkt inh	Nrf2 activator	CCT modulator	Nrf2 block
CC1=CC(=C(C#N)C#N)c2ccccc2N1C	i	u	1%	-1%	3%	i	-0.7%	-0.1	-14%
CC(=O)c1c(C)[nH]c(C(=O)COC(=O)Cc2ccccc2F)c1C	i	12%	-5%	9%	2%	i	0.3%	-2.5	12%
CC1CCCCN1C/C=C/c1ccccc1[N+](=O)[O-] (stereo not drawn)	i	3%	-20%	-9%	-1%	i	0.2%	1.5	4%
COc1cccc(Nc2nnc(SCC(=O)N3CCOCC3)s2)c1	i	16%	2%	-5%	1%	i	3.4%	-3.1	12%
Cc1cnc(NS(=O)(=O)c2ccccc2)c(Br)c1	i	1%	-9%	-58%	1%	i	-0.1%	1.1	-9%
CCN(CC(=O)Nc1ccc2c(c1)OCCO2)CC(=O)Nc1ccc2c(c1)OCO2	i	0%	-5%	15%	-5%	i	0.1%	-2.4	12%
CNC(=O)CSc1ncnc2c1cnn2-c1ccccc1	i	0%	3%	6%	-2%	i	0.2%	0.2	u
COc1ccc(C(=O)CC(=O)C(=O)Nc2ccc(C)cc2Cl)cc1	i	3%	6%	-28%	-1%	i	-0.3%	-1.7	14%
COc1ccc(S(=O)(=O)NCC(=O)N(CC(=O)NCC2CCCO2)Cc2ccccc2)cc1 (stereo not drawn)	i	-1%	3%	-30%	1%	i	-0.1%	-0.9	4%
O=C(CSc1cccc[n+]1[O-])Nc1ccc2c(c1)OCCO2	u	-10%	-13%	-22%	-1%	i	0.6%	2.2	u
CCOC(=O)C(C)Sc1nnc2c3ccccc3n(C)c2n1 (stereo not drawn)	i	1%	-19%	-7%	-1%	i	3.5%	-1.2	8%
COc1ccc(S(=O)(=O)NNC(=O)c2sccc2-n2cccc2)cc1	i	-1%	6%	8%	-5%	i	-0.3%	-5.0	3%
Cc1ccc(C)c(OCCC(=O)Nc2ccc3c(c2)OCO3)c1	i	-2%	6%	7%	1%	i	-0.1%	-1.3	7%
Cc1nnc(NC(=O)CSCc2cc(=O)c3cc(Cl)ccc3[nH]2)s1	u	2%	15%	-4%	x	x	-1.0%	x	x
COc1cc(CNCc2cccnc2)ccc1OCc1ccccc1	u	-8%	0%	-21%	-1%	i	4.0%	0.6	-1%
O=C(Nc1c(C(=O)Nc2cccc3ccccc23)cnn1-c1ccccc1)c1ccco1	i	-11%	u	-16%	-3%	i	2.9%	-3.6	u
Clc1ccc2nc(-c3cccs3)c(Nc3ccc4c(c3)OCCO4)n2c1	u	-2%	22%	4%	x	x	0.4%	x	4%
O=C1CCCC/C1=C\Nc1ccccc1C(=O)O	i	u	0%	-12%	-3%	i	-0.4%	-2.8	-23%
OCC1(CCCc2ccccc2)CCN(Cc2cc(F)ccc2F)CC1	i	5%	4%	-20%	3%	i	0.6%	0.5	14%
O=S(=O)(c1ccc2c(c1)OCCO2)N1CCN(c2nc3ccccc3s2)CC1	i	1%	4%	3%	-1%	i	0.3%	-1.0	u
COc1ccc2sc(NCc3ccccc3)nc2c1	i	2%	-11%	-26%	-2%	i	5.6%	0.6	-1%
CCn1c(=N)n(CC(O)c2ccccc2)c2ccccc21 (stereo not drawn)	i	0%	-1%	-19%	x	i	0.6%	-0.2	-3%
Cn1ccnc1SCC(=O)Nc1cccc([N+](=O)[O-])c1	i	-6%	10%	3%	0%	i	0.4%	-0.9	9%
Cc1ccccc1CNCCCSc1ncccn1	i	-6%	0%	11%	-2%	i	0.3%	-1.8	2%
COc1ccc(N2C(=O)CC(NC3CCCCNC3=O)C2=O)cc1 (stereo not drawn)	i	-2%	0%	17%	1%	i	-0.4%	0.0	2%
Cc1cccc(C)c1NC(=O)CN(C)CC(=O)Nc1ccccc1Br	i	-3%	28%	-2%	-6%	i	0.0%	-1.8	-5%
COc1ccccc1-c1cnc(C(O)c2ccc(SC)cc2)[nH]1 (stereo not drawn)	i	x	17%	-16%	x	i	4.6%	-1.0	x

Quoted at random: 2 records from the list
SMILES	ATXN viability	A549 viability	TGFb inhibitor	HepG2 tox	Mm-Cpn inhibitor	pAkt inh	Nrf2 activator	CCT modulator	Nrf2 block
c1cncc(CSc2ccc(-c3cccnc3)nn2)c1	i	1%	-7%	-6%	0%	i	2.4%	-0.1	u
COc1cc(CNCc2cccnc2)ccc1OCc1ccccc1	u	-8%	0%	-21%	-1%	i	4.0%	0.6	-1%
